# Compound activity from PubChem.
# Vif-A3G inh – inhibitors of Vif-APOBEC3G interaction; Potency, µM (titrated, usually from 46.1 µM), for inactives: at the top dose activity, negative = active, usual class: inhibitors; 410,000 compounds, 0.076% hits; HeLa A3G-eYFP + Vif (tagged APOBEC3G with the HIV-1 protein that degrades it), YFP fluorescence, overnight; Q9HC16;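 further: on the % scale 0 is the no-effect control and ±100 the full control effect; nearly all actives have a fitted effect of over 60% in size; hits raise eYFP signal because A3G escapes Vif-driven loss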
#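 HeLa cells stably expressing Vif and C-terminally eYFP-tagged A3G, seeded overnight at 37 deg C, then exposed to compound by pintool overnight at 37 deg C. Rise in yellow fluorescence (Ex 488/Em 500-530, Acumen) marks blocked Vif-driven A3G degradation.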
# RGS4 inh – human RGS4 inhibition. 390,000 compounds, 0.039% hits. Transcreener GDP fluorescence polarization, RGS4-accelerated GTP hydrolysis. P49798. Potency, µM (series often up to 114 µM), for the others: top-dose activity change, negative = inhibition, usual class: inhibitors; further: on the % scale 0 is the no-effect control and ±100 the full control effect; nearly all actives have a fitted effect of over 75% in size; some results filed as inactive show a strong effect at the top dose
# Target sequence (P49798 whole entry, looked up): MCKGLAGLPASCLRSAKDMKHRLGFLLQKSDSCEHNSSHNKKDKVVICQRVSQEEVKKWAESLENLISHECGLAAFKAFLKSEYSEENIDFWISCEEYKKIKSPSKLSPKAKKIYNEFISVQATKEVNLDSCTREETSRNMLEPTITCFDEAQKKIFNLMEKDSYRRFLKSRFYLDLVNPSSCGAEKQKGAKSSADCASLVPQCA
#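 MLSMR compounds (23 nl, pin-transferred) preincubated 10 min at room temperature with a 500nM (2x) first reagent, then RGS4 at 900nM (2x) plus Transcreener GDP mix added; fluorescence polarization (620/688 nm) read before and after 90 min at 30 °C.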
# RXFP1 ag – RXFP1 (human) receptor agonism; Q9HBX9; HEK293T-RXFP1 cAMP TR-FRET, 30 min; response scale: percent of porcine relaxin response, buffer zero; Potency, µM (highest dose often 57.5 µM), for the others: top-dose activation, most hits filed as activators; 370,000 compounds, 0.3% hits; further: on the % scale 0 is the no-effect control and ±100 the full control effect; nearly all actives have a fitted effect of over 60% in size; many of its hits are not listed in these tables
# Target sequence (Q9HBX9 whole entry, looked up): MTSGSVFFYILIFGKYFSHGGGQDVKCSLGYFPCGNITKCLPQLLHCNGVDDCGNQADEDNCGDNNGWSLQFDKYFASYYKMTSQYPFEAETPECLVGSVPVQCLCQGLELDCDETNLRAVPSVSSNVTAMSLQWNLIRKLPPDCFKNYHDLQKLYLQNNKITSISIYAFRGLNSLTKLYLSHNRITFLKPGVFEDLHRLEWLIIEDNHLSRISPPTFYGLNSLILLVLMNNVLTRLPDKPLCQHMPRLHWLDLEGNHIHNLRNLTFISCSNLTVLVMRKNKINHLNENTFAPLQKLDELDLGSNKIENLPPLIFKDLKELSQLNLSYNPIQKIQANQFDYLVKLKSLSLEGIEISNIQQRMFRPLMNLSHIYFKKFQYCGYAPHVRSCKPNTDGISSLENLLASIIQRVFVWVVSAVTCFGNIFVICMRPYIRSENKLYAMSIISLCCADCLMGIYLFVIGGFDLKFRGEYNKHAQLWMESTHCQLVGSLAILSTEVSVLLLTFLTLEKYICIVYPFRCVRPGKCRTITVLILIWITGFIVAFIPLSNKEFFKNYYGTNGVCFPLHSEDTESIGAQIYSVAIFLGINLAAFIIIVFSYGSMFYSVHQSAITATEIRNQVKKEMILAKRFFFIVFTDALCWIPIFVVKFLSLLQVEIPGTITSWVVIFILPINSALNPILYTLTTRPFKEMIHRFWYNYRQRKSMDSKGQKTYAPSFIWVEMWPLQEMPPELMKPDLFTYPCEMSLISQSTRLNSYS
#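 cAMP rise read by TR-FRET after 30 min, 37C compound exposure (up to 58 uM) in RXFP1-transfected HEK293 cells with Ro 20174 present. EC50 from Hill-equation fits, with 29 nM porcine relaxin as 100% and buffer as basal.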
# Vif-APOBEC3F blk – blocks the Vif interaction with APOBEC3F; Potency, µM (doses to about 46.1 µM), inactives show at the top dose activity, negative = active; 390,000 compounds, 0.2% hits; HeLa A3F-eYFP + Vif (tagged APOBEC3F with the HIV-1 protein that degrades it), YFP fluorescence increase; further: % of control where 0% means no effect; nearly all actives have a fitted effect of over 65% in size
#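 HeLa cells stably expressing Vif plus C-terminally eYFP-tagged A3F were seeded, incubated overnight at 37 deg C, dosed with compound, incubated overnight again at 37 deg C. Yellow fluorescence (Ex 488/Em 500-530) reported blocked Vif-mediated A3F-eYFP degradation.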
# mIDH1 inhibitor – human IDH1 R132H inhibition | O75874 | IDH1-R132H enzyme, NADPH consumption, diaphorase/resazurin fluorescence | Potency, µM (top dose mostly 76.6 µM), inactives show at the top dose activity change, negative = inhibition, most hits filed as inhibitors | 390,000 compounds, 0.093% hits; further: on the % scale 0 is the no-effect control and ±100 the full control effect; nearly all actives have a fitted effect of over 65% in size
#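 IDH1-R132H (0.5 ug/mL) preincubated 30 min with compound, then NADPH (0.016 mM) and alpha-KG (2 mM) added; 80 min at RT, pH 7.5. Remaining NADPH coupled via diaphorase/resazurin to fluorescence (540/590 nm); concentration-response curves normalized to no-enzyme control.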
# TrxR1 inh – rat TrxR1 inhibition. O89049. recombinant rTrxR1, NADPH fluorescence consumption, selenite substrate. 390,000 compounds, 1% hits. Potency, µM (series often up to 114 µM), inactives show top-dose activity change, negative = inhibition, usual class: inhibitors. AID 588453; further: on the % scale 0 is the no-effect control and ±100 the full control effect; nearly all actives have a fitted effect of over 65% in size
#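 Rat TrxR1 (90 nM in the dispensed reagent) was pre-reduced with 400 uM NADPH for 5 min at room temperature, then incubated with compound for 15 min. After 400 uM selenite was added, NADPH fluorescence (Ex 340/Em 450 nm) was followed for 8 min.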
# USP1-UAF1 inh – inhibitors of human USP1/UAF1 deubiquitinase; Potency, µM (top dose mostly 57.1 µM), for inactives: top-dose activity change, negative = inhibition, hits mostly inhibitors; AID 743255; recombinant USP1/UAF1, Ub-Rhodamine cleavage fluorescence; 390,000 compounds, 0.23% hits; O94782; further: on the % scale 0 is the no-effect control and ±100 the full control effect; nearly all actives have a fitted effect of over 60% in size; inactives centre near -12
#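 Step one: compound is pinned into 1nM USP1/UAF1 in HEPES pH 7.8 buffer with TCEP. Step two: 15 min room-temperature incubation. Step three: Ub-Rho (150nM final) starts cleavage, tracked by fluorescence over six one-minute reads.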
# TrxR1 substrate – substrates of rat thioredoxin reductase 1; O89049; purified TrxR1 substrate turnover, NADPH consumption readout; Potency, µM (highest dose often 114 µM), without a hit: at the highest dose activity change, negative = substrate turnover; 390,000 compounds, 0.01% hits; AID 588456; further: on the % scale 0 is the no-effect control and ±100 the full control effect; nearly all actives have a fitted effect of over 50% in size
#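 Rat TrxR1, dispensed at 90 nM, was prereduced with 400 uM NADPH (final) for 5 min at ~22 deg C, then incubated with compound 15 min before 400 uM selenite. A first-read NADPH fluorescence drop versus no-compound background flagged substrates.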
# ALOX12 inh – inhibitors of human 12S-lipoxygenase ALOX12. purified 12hLO, xylenol orange hydroperoxide absorbance. Potency, µM (titrated, usually from 108 µM), inactives show at the top dose activity change, negative = inhibition, usual class: inhibitors. 580,000 compounds, 1.1% hits; further: on the % scale 0 is the no-effect control and ±100 the full control effect
#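 Purified human 12hLO at 150 nM in 25 mM Hepes, 0.01% Triton X-100, pH 7.0, preincubated 15 min at room temperature with compound. Reaction started with 40 uM arachidonic acid, 30 min at room temperature. Hydroperoxide measured by Fe-xylenol orange, 573/405 nm absorbance ratio.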
# * marks the source's active call; other numbers are inactive results; i = inactive; ? = inconclusive; / = no result given; & = joins results of further samples; [ ] = dose if it differs, or a comment. The call rests on the fitted dose curve; in most records, active means well fitted curve in the direction sought with a large enough effect; inconclusive means small, poorly fitted or top-dose-only effect, or another doubt; inactive means no such curve, though single readings can be large; an effect the other way counts as inactive or inconclusive. Potency means the concentration at half of the fitted maximal effect. These rows are one share of the data. The share of hits here may be higher or lower than overall.
compound,Vif-A3G inh,RGS4 inh,RXFP1 ag,Vif-APOBEC3F blk,mIDH1 inhibitor,TrxR1 inh,USP1-UAF1 inh,TrxR1 substrate,ALOX12 inh
Cn1c(O)c(/C=C2\C=Nc3ccc(Br)cc32)c(=O)n(C)c1=O,-5%,-20%,0.3%,-17%,0%,4%,-3%,3%,-16%
COC(=O)C1=C(c2ccc(-c3ccccc3)c(F)c2)C[C@@H]2CC[C@H]1N2C(=O)NCc1cccc2ccccc12,5%,13%,-2.9%,4%,-2%,12%[57.1 µM],-11%,2%[57.1 µM],0%
O=C1CCCCC1,-1%,-1%,1.1%,-1%,5%,51%[activator],-20%,14%,-5%
CC(C)(C)C(=O)c1cn(Cc2ccccc2)c2ccccc12,-1%,-6%,1.3%,1%,3%,19%[57.1 µM],-20%,-10%,0%
COc1cc2c(c(OC)c1OC)-c1ccc(O)c(=O)cc1C(NC(C)=O)CC2 (stereo unspecified),?,-3%,0.7%,0%,4%,-11%,-19%,-10%,25%
CCOC(=O)c1ccc(N2C(=O)CC(N3CCC(O)(c4ccc(Cl)cc4)CC3)C2=O)cc1 (stereo unspecified),-2%,8%,1.5%,-15%,4%,?,-8%,7%,-21%
COc1cc2oc(=O)c(CC(=O)N3C[C@H]4C[C@@H](C3)c3cccc(=O)n3C4)c(C)c2cc1Cl,-1%,-2%,/,6%,2%,1%,-1%,83%[activator],-1%
Clc1ccc(C(c2ccccc2)c2ncc[nH]2)cc1 (stereo unspecified),0%,9%,-0.1%,2%,1%,6%,-17%,2%,-24%
C=CCn1c(O)c(C(C)=NCCCN(C)C)c(=O)[nH]c1=O,-1%,-13%,1.4%,17%,4%,3%[57.1 µM],8%,8%[57.1 µM],254%[activator]
NC(=O)c1c(NC(=O)c2ccc(S(=O)(=O)N(CCCl)CCCl)cc2)sc2c1CCCCC2,-1%,-9%,3.8%,-8%,11%,2%,-18%,-6%,/
COC(=O)C(O)(c1ccc(N(C)C)cc1)C(F)(F)F (stereo unspecified),0%,24%[56.9 µM],-1.1%,-4%,-4%,-4%,4%,-9%,1%
O=C1NC(=O)N(c2ccc(Cl)cc2)C(=O)/C1=C/c1coc2ccc(O)cc2c1=O,-10%,?,-1.2%,-9%,-7%,?,-14%,2%,?
CCN(CCO)c1ccc(N=Cc2c(O)n(C)c(=S)[nH]c2=O)cc1,-13%,?,1.3%,?,13%,-13%,?,-7%,?
CCN1CCN(C(=O)COc2ccc(S(=O)(=O)NC(C)C)cc2)CC1,1%,-3%,-2.6%,-6%,1%,17%,-7%,6%,-10%
COc1ccccc1OCCCn1cc(C(C)=O)c2ccccc21,1%,-3%,3.4%,-11%,10%,9%[0.0914 µM],-1%,-9%,19%
CCOC(=O)c1nc2ccccc2c(=O)n1-c1ccc(C)cc1,0%,17%,1.0%,6%,3%,14%[57.1 µM],-13%,5%[57.1 µM],0%
NCC1(c2ccc3c(c2)OCCO3)CCCC1,0%,-2%[11.4 µM],-0.7%,0%,-1%,5%[57.1 µM],-12%,6%[57.1 µM],29%
CC1C(c2ccccc2)OCCN1C (stereo unspecified),1%,-13%,/,4%,3%,-13%[11.4 µM],-15%,-5%[11.4 µM],0%
CC1=C(/C=C/c2ccccc2)CCN(C)C1,-1%,4%,-0.3%,0%,13%,19%,-9%,9%,-25%
O=c1[nH]c(CN2CC=C(c3ccccc3)CC2)nc2scc(-c3ccccc3)c12,?,15%,-3.2%,10µM*,0%,23%,-24%,1%,55%[activator]
Cc1cc(C)cc(NC2=NCCCS2)c1,3%,4%,4.4%,1%,20%,23%,-11%,8%,2%
O=c1[nH]c(=S)n(-c2ccc(Br)cc2)c(O)c1C=Nc1ccc(N2CCOCC2)cc1,-2%,-40%,3.6%,-2%,-1%,0%[57.1 µM],32µM*,8%[57.1 µM],-20%
Cc1ccc(C(=O)COC(=O)c2cccc(NC(=O)c3ccc(Br)cc3)c2)cc1,0%,-8%,3.6%,8%,-22%,5%,?,2%,9%
NS(=O)(=O)c1ccc(N=Cc2c(O)n(C3CCCCC3)c(=O)n(C3CCCCC3)c2=O)cc1,-20%,6%,0.8%,-9%,-7%,22%,-23%,4%,-25%
C=CCn1c(O)c(/C=C2/C=CC=N2)c(=O)[nH]c1=O,?,7%,1.5%,-15%,10%,-12%,-5%,-7%,?
CN1CCN(Cc2c(F)cccc2Cl)CC1,0%,12%,0.3%,-16%,10%,9%,-25%,1%,?
O=C(c1cc(Cl)cc(Cl)c1)N1Cc2ccccc2-n2nncc2C1,-4%,/,/,-2%,-11%,/,-9%,/,-25%
O=C1NC(=S)SC1=Cc1ccc(N(CCCl)CCCl)cc1,?,-15%,/,i,?,-19%[2.29 µM],?,0%[2.29 µM],?
CCC(=NCCc1ccccc1)c1c(O)n(C2CCCCC2)c(=O)[nH]c1=O,0%,17%,-1.2%,4%,2%,-3%,-16%,-11%,?
C[C@]12CC[C@H](O)CC1=CCC1C2CC[C@@]2(C)C1CC[C@@H]2OCc1ccccc1 (stereo partly specified),1%,1%,/,10%,0%,16%[57.1 µM],-17%,7%,-14%
CC(C)(C)c1nc(N2CCN(C(=O)c3ccco3)CC2)c2nnn(Cc3ccccc3Cl)c2n1,-8%,-19%,2.8%,-2%,-17%,4%,-22%,-4%,2%
O=C(c1cc(=O)[nH]c2ccc(Br)cc12)N1CCC2(CC1)OCCO2,3%,29%,1.1%,-7%,1%,19%[57.1 µM],-3%,18%[57.1 µM],0%
Cc1ccccc1CS(=O)(=O)Cc1ccc(C(=O)N2CCC3(CC2)OCCO3)o1,3%,0%,2.4%,11%,3%,-9%,-7%,-1%,12%
C/C(=N\NC(=O)c1ccncc1)c1c(O)n(Cc2ccccc2)c(=O)[nH]c1=O,2%,-6%,-2.3%,-7%,5%,2%,-3%,-13%,5%
Cc1ccsc1C(=O)C1CCCN(Cc2cnn(C(C)C)c2)C1 (stereo unspecified),2%,35%,25%,1%,-13%,16%,-7%,-4%,18%
O=C1NC(=O)N(c2ccc(Cl)cc2)C(=O)/C1=C\c1ccc(Sc2nc3ccccc3[nH]2)o1,-27%,?,1.5%,?,-9%,13µM*,?,8%[57.1 µM],8.9µM*
CCCC1(CC(C)C)C(=O)NC(=S)NC1=O,-7%,-14%,/,11%,-2%,11%[11.4 µM],4%,8%[11.4 µM],?
COc1ccc(C(CC(=O)N2CCC3(CC2)OCCO3)NS(=O)(=O)c2ccc(F)cc2)cc1 (stereo unspecified),-2%,-2%,-2.1%,1%,0%,11%,-11%,10%[57.1 µM],11%
CCOC(=O)c1cccc(C2=C(CNC(=O)c3nccs3)[C@H]3CC[C@@H](C2)N3Cc2ccccc2)c1,5%,/,/,-2%,-1%,/,6%,/,-1%
C/C=C1/CN2C3CC1C(CO)(C(=O)OC)C2Cc1c3n(C)c2ccccc12 (stereo unspecified),0%,8%,-1.8%,-1%,-1%,3%[57.1 µM],-18%,10%[57.1 µM],-27%
O=C(c1ccc(F)c([N+](=O)[O-])c1)N1CC2CC(C1)c1cccc(=O)n1C2 (stereo unspecified),3%,-21%,5.0%,-9%,18%,4%,-16%,0%,-11%
N#Cc1ccccc1NC(=O)c1cccn(Cc2ccccc2)c1=O,3%,-3%,1.8%,9%,-5%,24%[57.1 µM],-27%,6%[57.1 µM],-22%
Cc1cccc(NC(=O)C2CCCN(S(=O)(=O)c3ccc4c(c3)oc(=O)n4C)C2)c1 (stereo unspecified),-3%&2%,16%&7%,-2.6%&0.3%,2%&1%,-6%&0%,10%,?,1%,?
COc1ccccc1OCC#CCN1CCOCC1,1%,-11%,0.7%,-4%,6%,-59%,-8%,-6%[57.1 µM],-16%
Cc1ccc2c(c1)C(Cc1nc3ccccc3c(=O)n1-c1ccc(Br)cc1)C(=O)N2 (stereo unspecified),/,-33%,2.8%,/,/,7%,-25%,-8%,?
CSc1ccc(CN2CCN(Cc3ccccc3Cl)CC2)cc1,-2%,11%,1.3%,2%,4%,9%[57.1 µM],-13%,0%[57.1 µM],-24%
CCCCn1c(O)c(C(C)=Nc2c(C)n(C)n(-c3ccccc3)c2=O)c(=O)[nH]c1=O,1%,-16%,0.3%,10%,-1%,?,3%,-17%,0%[57.4 µM]
CCOC(=O)c1c(N)n(Cc2ccccc2)c2nc3ccccc3nc12,-9%,-2%,-0.8%,0%,4%,67%[activator][57.1 µM],-7%,52%[activator][57.1 µM],16%
CC(C)n1c(O)c(C=NCc2cccnc2)c(=O)[nH]c1=S,-20%,16%,0.2%,-3%,2%,2%,3%,-9%,70%[activator]
Clc1cccc(C2NCc3ccccc3-n3cccc32)c1 (stereo unspecified),1%,-6%[11.4 µM],0.3%,-1%,-3%,?,-18%,2%,?
CC12C=CC(=O)C=C1CCC1C2C(=O)CC2(C)C(=O)CCC12 (stereo unspecified),1%,14%,/,14%,8%,24%[11.4 µM],0%,7%[11.4 µM],-6%
